# From PubChem
# m5-HT2A agonist – activates the mouse 5-HT2A serotonin receptor | P35363 | CHO-K1 mHTR2A beta-arrestin complementation, luminescence; percent of 30 µM serotonin response | activation, % at 7.6 µM | 360,000 compounds, 0.66% hits | AID 624169;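 active means activation above a run cutoff, the mean activation of all tested compounds plus 3 SD, cut at about 14% in these data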;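 further: 0% = plate median of compound wells and 100% = 30 µM serotonin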
# ABHD5 PLIN5 PPI – blocks binding of human ABHD5 to perilipin-5 | AID 602281 | 360,000 compounds, 0.78% hits | Split G. princeps luciferase complementation, luminescence, 4 h | inhibition, % at 4 µM;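 active means inhibition above the mean inhibition across every tested compound plus 3 SD, cut at about 22% in these data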;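 further: 0% = DMSO only wells and the 100% control is not disclosed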
# Granule exo inh – lytic granule exocytosis inhibition. 360,000 compounds, 0.66% hits. TALL-104 LAMP-1 surface exposure, flow cytometry; cells stimulated with thapsigargin and PMA. AID 651702. inhibition, % at 10 µM;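 active means inhibition above about 55%, limit read from the data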
# CaV13 FRET inh – Primary screen for inhibitors of IQ motif and Ca2+-dependent inactivation inhibitor domain binding in CACNA1D, Förster resonance energy transfer in living cells, …; 340,000 compounds, 0.098% hits; inhibition, % at 12.3 µM; HEK cells, CFP/YFP FRET ICDI-IQ, plate reader, 10 min; percent FRET-ratio fall versus neutral wells;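 active means mean replicate inhibition of at least 30% and at least 1% of replicates passing that level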;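 further: 0% = median of the neutral control wells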
# PDI inh – inhibitors of human protein disulfide isomerase | P07237 | PDI insulin aggregation turbidity, A650, 90 min | inhibition, % at 10 µM | 350,000 compounds, 0.052% hits;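 active means mean inhibition across replicates of 30% or more, whatever share of single replicates reach that level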;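 further: absorbance from insulin aggregation driven by PDI reduction with DTT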
# Glyco luc inh – N-linked glycosylation inhibition; D54 ERlucT glycosylation luciferase reporter, 24 h; percent of 100 nM tunicamycin response; reporter increase, % at 12.5 µM; 360,000 compounds, 0.23% hits; AID 588692;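 active means mean luciferase reporter signal, scaled so untreated is 0 and the glycosylation-blocking control 100, at or above a set limit in every replicate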;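 further: luciferase carries N-glycosylation sites so blocking glycosylation raises the light; 0% = median of neutral control wells and 100% = median of 100 nM tunicamycin wells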
# H9c2 protect – protects H9c2 cardiomyocytes from peroxide injury | protection from H2O2 cell death, % at 20 µM | H2O2 injury protection, ATPLite, 2 h | 360,000 compounds, 0.63% hits;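 active means compounds giving at least 50% protection of heart cells from peroxide-induced death in the single-dose screen, raw or plate-pattern-corrected value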;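 further: 0% = DMSO wells with peroxide and 100% = DMSO wells without peroxide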
# MC4R antag cAMP – human MC4R antagonism in cAMP assay. P32245. MC4R-expressing cells, MTII-stimulated cAMP, LANCE TR-FRET. inhibition, % at 6.5 µM. 360,000 compounds, 0.48% hits. AID 540295;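 active means inhibition above its plate's cutoff, the mean of tested wells on that plate plus 3 SD, cut at about 29% in these data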;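 further: 0% = Melanotan II alone and 100% = Melanotan II plus saturating MCL0020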
#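 Assay system: U2OS cells stably expressing human melanocortin 4 receptor (MC4R) / Dosing: 6.5 µM / Timing: compound 30 min, challenge 1 h, detection 1 h / Measured by: Eu-cAMP/anti-cAMP TR-FRET, emission 671 nm / Replicates: singlicate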
# MC4R ag barr – human MC4R agonism via beta-arrestin | U2OS MC4R beta-arrestin complementation, luminescence; percent of melanotan II response, DMSO zero | 360,000 compounds, 0.98% hits | activation, % at 8.9 µM | P32245;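 active means activation above a per-plate cutoff, the mean activation of sample wells on that plate plus 3 SD, cut at about 8% in these data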
# ABCB6 inh MLPCN – blocks the human ABCB6 transporter; Q9NP58; K562-ABCB6 porphyrin accumulation, flow cytometry, 1 h; active compounds read low; fluorescence ratio to DMSO, % at 10 µM; 360,000 compounds, 0.19% hits; AID 602162;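 active means fluorescence ratio to DMSO below 75%, the collection mean minus 3 SD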;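 further: signal is porphyrin accumulated inside mitochondria; 100% equals median channel fluorescence of DMSO control wells; lower ratio means ABCB6 inhibition with less porphyrin fluorescence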
# Target sequence (Q9NP58 whole entry, looked up): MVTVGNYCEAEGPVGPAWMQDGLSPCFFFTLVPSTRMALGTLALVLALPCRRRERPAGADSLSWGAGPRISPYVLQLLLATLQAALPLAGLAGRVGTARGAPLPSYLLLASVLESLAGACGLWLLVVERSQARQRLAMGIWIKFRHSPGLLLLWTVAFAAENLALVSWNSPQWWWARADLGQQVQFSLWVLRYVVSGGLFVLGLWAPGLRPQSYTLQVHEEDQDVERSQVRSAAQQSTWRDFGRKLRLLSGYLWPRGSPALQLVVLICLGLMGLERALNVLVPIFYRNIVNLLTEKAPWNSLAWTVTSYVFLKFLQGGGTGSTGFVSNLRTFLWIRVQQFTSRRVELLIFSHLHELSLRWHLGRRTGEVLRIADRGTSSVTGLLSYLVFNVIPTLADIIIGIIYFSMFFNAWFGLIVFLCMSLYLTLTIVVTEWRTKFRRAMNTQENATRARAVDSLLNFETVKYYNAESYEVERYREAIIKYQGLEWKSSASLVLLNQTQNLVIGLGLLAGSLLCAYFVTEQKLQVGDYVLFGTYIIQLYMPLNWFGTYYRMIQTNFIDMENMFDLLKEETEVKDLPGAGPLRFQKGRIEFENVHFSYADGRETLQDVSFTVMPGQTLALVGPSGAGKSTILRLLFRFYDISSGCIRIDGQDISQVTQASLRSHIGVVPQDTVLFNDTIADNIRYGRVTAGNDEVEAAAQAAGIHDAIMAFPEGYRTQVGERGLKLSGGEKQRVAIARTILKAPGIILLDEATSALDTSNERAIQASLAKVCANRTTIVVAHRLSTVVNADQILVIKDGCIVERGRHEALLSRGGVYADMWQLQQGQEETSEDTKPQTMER
# The depositor's hits bear a star; · = not tested or not shown.
entry	SMILES	m5-HT2A agonist	ABHD5 PLIN5 PPI	Granule exo inh	CaV13 FRET inh	PDI inh
1	CC(C)(C)NC(=O)Cn1cnc2cc([N+](=O)[O-])ccc2c1=O	-1	1	-2	-2	3
2	Clc1cccc(Oc2cnc3ccccc3n2)c1	0	2	0	-5	0
3	CC(=O)c1ccc(C(=O)Nc2sc3c(c2C(N)=O)CCN(Cc2ccccc2)C3)cc1	4	-8	11	0	·
4	CCOC(=O)CNC(=O)c1cn(CC)c(=O)c2cc(OC)c(OC)cc12	5	-4	-1	-4	0
5	CCOCCCNC(=S)N1CCN(c2nc(-c3ccccc3)cs2)CC1	-4	0	9	-3	11
6	c1ccc2c(c1)CCN(C1CCCCC1)C2	-3	0	3	-3	6
7	O=C(c1cn(-c2ccc(Cl)c(Cl)c2)nn1)C1CC1	8	7	-2	6	3
8	Cc1cccc(-c2nc(CSCC(=O)N3CCN(Cc4ccc5c(c4)OCO5)CC3)c(C)o2)c1	2	7	2	·	8
9	CCN(CC(=O)Nc1c(F)cccc1F)C(=O)c1ccc(C2SCCS2)cc1	2	-1	-2	-4	24
10	CCOC(=O)CCCCC(=O)c1[nH]c(=O)[nH]c1CSc1nc(C)cc(C)n1	-3	-1	0	-2	10
11	Cc1cccc(-n2cc(CNCCN3CCOC3=O)c(-c3cccc(F)c3)n2)c1	-8	15	11	-2	-9
12	Cc1cccc(OCC2=N/C(=C\N(C)C)C(=O)O2)c1	-1	-1	0	-6	1

entry	Glyco luc inh	H9c2 protect	MC4R antag cAMP	MC4R ag barr	ABCB6 inh MLPCN
1	-2	-2	8	-0.7	91
2	-2	-10	-2	1.2	94
3	6	7	11	2.1	104
4	0	0	0	-1.0	96
5	-1	-10	1	-1.8	94
6	1	1	-1	-0.7	103
7	2	5	4	1.0	93
8	0	-27	7	-0.8	104
9	3	-3	3	-2.2	98
10	2	9	0	0.7	94
11	3	2	20	2.1	94
12	1	-1	15	1.2	101

# Other entries:
entry	SMILES	m5-HT2A agonist	ABHD5 PLIN5 PPI	Granule exo inh	CaV13 FRET inh	PDI inh
13	Cc1cc(=O)oc2cc(OCC(=O)OC(C)C(=O)Nc3ccc(S(N)(=O)=O)cc3)ccc12 (centres undefined)	-3	1	22	-6	5
14	CC(C)(C)[C@H]1C=C(C(=O)O)O[C@@H](OCc2ccc(CO)cc2)C1	7	-2	30	-7	1
15	N#CC(c1ccccc1)c1cnccn1 (centres undefined)	2	2	4	-8	-3
16	Cc1cccc(NS(=O)(=O)c2ccc(C)c(C(=O)NCc3ccncc3)c2)c1	3	10	0	-2	6
17	O=C(NCCN1CCNC1=O)C1CCC(=O)N(CCc2ccccc2)C1 (centres undefined)	-6	0	0	-5	1
18	CCN1CCCC1CNC(=O)c1ccc2c(=O)n(CCOC)c(=O)[nH]c2c1 (centres undefined)	7	-7	-1	-4	-5
19	O=C(N/N=C/c1ccc2c(c1)OCO2)c1ccc2ccccc2n1	-4	1	-1	-5	8
20	COC1=CC(=O)C=C(OC)C1(O)CC(C)=O	4	8	7	·	·
21	COc1ccc(NC(=O)/C(C#N)=C/c2c(C)nn(-c3ccc(F)cc3)c2Cl)cc1OC	4	1	-2	-5	11
22	O=C(CNC(=O)Cc1ccccc1)N=Nc1c(O)n(Cc2ccc3c(c2)OCO3)c2ccccc12	-2	4	3	-5	0
23	CCCc1nc2c(c(=O)c3ccccc3n2C)c(=O)n1-c1ccc(F)cc1	3	5	-2	-6	-3
24	C/C(=N\NC(=O)c1c([N+](=O)[O-])c(C)nn1C)c1ccc(NC(=O)C2CCCC2)cc1	-1	-7	0	-3	13

entry	Glyco luc inh	H9c2 protect	MC4R antag cAMP	MC4R ag barr	ABCB6 inh MLPCN
13	2	9	2	0.0	98
14	2	1	13	1.4	105
15	0	-1	2	-0.8	100
16	-2	2	0	-0.3	93
17	2	0	6	-3.0	100
18	-2	-8	3	-1.4	99
19	0	2	17	-0.4	98
20	-2	-7	3	0.2	98
21	9	46	0	-1.3	104
22	-3	11	21	-0.5	95
23	4	-1	10	0.8	90
24	33*	-2	-18	-4.7	102

# From no. 13 as far as 21, as listed above:
entry	SMILES	m5-HT2A agonist	ABHD5 PLIN5 PPI	Granule exo inh	CaV13 FRET inh	PDI inh
13	Cc1cc(=O)oc2cc(OCC(=O)OC(C)C(=O)Nc3ccc(S(N)(=O)=O)cc3)ccc12 (centres undefined)	-3	1	22	-6	5
14	CC(C)(C)[C@H]1C=C(C(=O)O)O[C@@H](OCc2ccc(CO)cc2)C1	7	-2	30	-7	1
15	N#CC(c1ccccc1)c1cnccn1 (centres undefined)	2	2	4	-8	-3
16	Cc1cccc(NS(=O)(=O)c2ccc(C)c(C(=O)NCc3ccncc3)c2)c1	3	10	0	-2	6
17	O=C(NCCN1CCNC1=O)C1CCC(=O)N(CCc2ccccc2)C1 (centres undefined)	-6	0	0	-5	1
18	CCN1CCCC1CNC(=O)c1ccc2c(=O)n(CCOC)c(=O)[nH]c2c1 (centres undefined)	7	-7	-1	-4	-5
19	O=C(N/N=C/c1ccc2c(c1)OCO2)c1ccc2ccccc2n1	-4	1	-1	-5	8
20	COC1=CC(=O)C=C(OC)C1(O)CC(C)=O	4	8	7	·	·
21	COc1ccc(NC(=O)/C(C#N)=C/c2c(C)nn(-c3ccc(F)cc3)c2Cl)cc1OC	4	1	-2	-5	11

entry	Glyco luc inh	H9c2 protect	MC4R antag cAMP	MC4R ag barr	ABCB6 inh MLPCN
13	2	9	2	0.0	98
14	2	1	13	1.4	105
15	0	-1	2	-0.8	100
16	-2	2	0	-0.3	93
17	2	0	6	-3.0	100
18	-2	-8	3	-1.4	99
19	0	2	17	-0.4	98
20	-2	-7	3	0.2	98
21	9	46	0	-1.3	104

# Other structures
entry	SMILES	m5-HT2A agonist	ABHD5 PLIN5 PPI	Granule exo inh	CaV13 FRET inh	PDI inh
25	Cc1nnc(N=c2ssnc2Cl)o1	4	47*	-18	-6	0
26	N#CC1=C(N)Oc2c(ccc3cccnc23)C1c1ccncc1 (centres undefined)	0	1	-1	-4	0
27	Cc1ccc(S(=O)(=O)NCCC(=O)NC2CCN(Cc3ccccc3)CC2)cc1	-9	-15	1	-6	-1
28	COc1ccccc1CC(NC(C)=O)C(=O)NC1CCN(C(=O)Nc2ccccc2Cl)CC1 (centres undefined)	6	-1	7	-6	-13
29	Cc1ccc(C(=O)NCCNC(=O)c2cnccn2)cc1	-3	2	-33	-3	3
30	O=C(Nn1cnnc1)c1ccc(Cl)cc1	3	-2	-4	-22	-7
31	O=C(c1csc2c1CCCC2)n1cccn1	1	-7	-4	-4	-1
32	CCN(CC)S(=O)(=O)c1ccc(N2CCOCC2)c(NC(=O)CN2C(=O)NC(C)(c3ccccc3)C2=O)c1 (centres undefined)	2	-7	-12	-15	17
33	O=C(NCC1CCCO1)c1ccc(CS(=O)(=O)c2c(Cl)cccc2Cl)o1 (centres undefined)	-1	2	1	-2	·
34	Cn1c(=O)cc(SCC(=O)Nc2cccnc2)c2ccccc21	-5	-2	-1	-4	-7
35	CCOc1ccccc1NC(=O)c1ccoc1C	-4	3	-1	-3	6
36	Cc1cccc[n+]1CC(=O)c1ccc(Cl)cc1	2	8	-12	-3	7

entry	Glyco luc inh	H9c2 protect	MC4R antag cAMP	MC4R ag barr	ABCB6 inh MLPCN
25	4	-20	-19	-1.8	101
26	6	13	3	-0.4	100
27	3	2	13	-2.0	98
28	2	1	4	-2.5	96
29	0	-9	-3	0.1	95
30	0	4	-2	-0.7	98
31	1	8	1	0.2	94
32	0	0	9	-2.2	98
33	0	6	-2	-0.8	97
34	5	34	6	-1.7	104
35	-2	-3	5	-1.2	92
36	1	5	4	-1.4	103

# Remaining list, next part:
entry	SMILES	m5-HT2A agonist	ABHD5 PLIN5 PPI	Granule exo inh	CaV13 FRET inh	PDI inh
37	Cc1ccccc1CC1(CO)CCCN(C(=O)c2ccc3ncccc3c2)C1 (centres undefined)	-1	2	-2	-7	-6
38	O=C(Nc1ccncc1)c1ccc(C(=O)Nc2ccncc2)cc1	3	-1	0	8	13
39	NC(=O)[C@@H]1CCCN1Cc1c(C(=O)N2CCN(C3CCCCC3)CC2)nc2ccccn12	-2	6	2	-1	4
40	Cc1ccc2oc(-c3cccc(NC(=S)NC(=O)c4cccs4)c3)nc2c1	6	1	0	-3	0
41	CCN(c1ccc(OC)cc1)S(=O)(=O)N1CCCC(C(=O)NCc2ccccc2Br)C1 (centres undefined)	0	8	7	-16	4
42	CC(=O)Nc1ccc(C(=O)OCc2ccc(F)cc2Cl)cc1	-2	0	0	-4	-6
43	CC(C)C[C@H](NC(=O)c1nc[nH]c1C(=O)NCC(=O)OCc1ccccc1)C(=O)OCc1ccccc1	2	-10	37	-7	-7
44	Cc1ccc(S(=O)(=O)N2CCC(C(=O)NCCN3CCCCCC3)CC2)cc1	1	6	-2	-3	-2
45	COC(=O)C12CCC3(SCCS3)C(C(=O)OC)(CCC13SCCS3)C2	1	-1	4	-5	-5
46	Cc1ccnc(NS(=O)(=O)c2ccc(NS(=O)(=O)c3ccc([N+](=O)[O-])cc3)cc2)n1	-2	-1	-14	-5	16
47	Cc1ccc(OCC(=O)c2cc(C)n(Cc3cccs3)c2C)c([N+](=O)[O-])n1	3	-5	1	2	-1
48	CCOC(=O)c1ccc(N2C(=O)CC(Sc3nnc(C)s3)C2=O)cc1 (centres undefined)	1	10	4	·	4

entry	Glyco luc inh	H9c2 protect	MC4R antag cAMP	MC4R ag barr	ABCB6 inh MLPCN
37	0	8	18	-0.2	108
38	-1	6	0	-3.0	88
39	-1	1	5	-0.5	100
40	1	-8	-1	-0.6	94
41	-3	-2	8	-1.2	99
42	-2	-13	-3	-2.5	87
43	0	-1	16	2.1	103
44	3	-2	8	0.6	101
45	-2	4	2	-0.5	100
46	3	6	6	-1.1	90
47	-8	-16	18	0.9	100
48	0	-5	13	-1.6	98

# Carrying on:
entry	SMILES	m5-HT2A agonist	ABHD5 PLIN5 PPI	Granule exo inh	CaV13 FRET inh	PDI inh
49	O=C(COc1ccc([N+](=O)[O-])cc1)Nc1ccc2c(c1)nc1n2CCOC1	0	-2	1	-14	21
50	N#Cc1c2n(c3c(=O)[nH]cnc13)CCCC2	-1	-3	-1	-5	9
51	c1ccc(CN2CCN(c3ncccn3)CC2)cc1	35*	-1	0	-19	-2
52	Cc1csc(=O)n1CCC(=O)OCC(=O)Nc1cccc(C#N)c1	9	1	-2	-2	26
53	CCC(c1nnnn1CCc1ccccc1)N(Cc1ccco1)Cc1cc2cc(C)cc(C)c2[nH]c1=O (centres undefined)	-3	15	0	1	-4
54	CCc1c(C)nc(N)n2c(SCC(=O)N3CCCc4ccccc43)nnc12	0	6	4	-7	-5
55	CCCCCC(=O)NN1C(=S)N(c2ccc(OC)cc2)C(=O)C1CC(=O)Nc1ccccc1 (centres undefined)	4	-3	1	-4	-3

entry	Glyco luc inh	H9c2 protect	MC4R antag cAMP	MC4R ag barr	ABCB6 inh MLPCN
49	4	-1	7	0.7	98
50	-1	9	2	1.5	100
51	0	9	-3	-1.2	99
52	0	-1	0	-1.4	93
53	-5	44	14	0.0	101
54	1	2	20	-2.2	99
55	0	-5	2	2.8	94
